LYP phosphatase: PTPN22 lymphoid phosphatase activity blockers – biochemical, fluorescence intensity, uHTS (AID 1779). recombinant LYP phosphatase, fluorescence intensity; higher % means a stronger effect. inhibition, % at 11.5 µM, or IC50 in µM where a hit was titrated. actives 0.054% (n = 290,000);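 also: plate controls were vehicle with enzyme for no effect and no enzyme for full effect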
HEK293 NOD2/NF-kB: inhibition of NOD2-driven NF-kB reporter – cell-based, luminescence, uHTS, HEK293 (AID 1566). actives 0.63% (n = 290,000). HEK293 NOD2/NF-kB luciferase reporter, luminescence; higher % means a stronger effect. one-dose inhibition, % at 4 µM; EC50 in µM for titrated hits; also: many of its hits are not listed in these tables
HIV fusion peptide: inhibitors of HIV fusion peptide binding, primary screen, biochemical, uHTS, fluorescence dequenching (AID 1986). cell-free peptide binding, fluorescence dequenching, 30 min; higher % means a stronger effect. inhibition, % at 20 µM, or IC50 in µM where a hit was titrated. actives 0.3% (n = 290,000); in the data active = inhibition mostly above about 52%, no sharp cut-off; inactive = mostly below about 76%; also: some results filed as inactive read as strong as hits
Myeloid diff 2: compounds promoting myeloid differentiation; ER-HoxA9 myeloid progenitors, lysozyme-GFP differentiation, flow cytometry; calls only at 10 µM; actives 1% (n = 360,000);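 active = normalized GFP-positive differentiation at or above the plate's own cutoff, the solvent-only control mean plus 3 SD; inconclusive = no clear call, values can overlap the other calls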;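 also: cells exposed to compound for four days before flow analysis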
Lipid droplet: hepatic lipid droplet formation modulation | AML12 mouse hepatocytes, oleate lipid droplets, BODIPY imaging | inhibition, % at 6.5 µM | actives 0.4% (n = 240,000);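 active = lipid droplet intensity inhibited by at least 50%, with more than 500 cells counted; inconclusive = wells with under 300 cells, treated as cytotoxic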
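Technique: fluorescence imaging, 20x objective, two fields per well / Assay system: AML12 hepatocytes (mouse) / Measure: % inhibition of lipid droplet signal / Doses: 6.5 µM single-point dosing / Incubation: overnight exposure / Reagent: 100 µM oleic acid challenge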
Siah-1 displacement: Siah-1 peptide-binding antagonists, primary screen, biochemical, fluorescence polarization, rhodamine-plectin, uHTS (AID 1817) | Siah-1 / rhodamine-plectin peptide fluorescence polarization; higher % means a stronger effect | actives 0.02% (n = 290,000) | displacement, % at 20 µM, or IC50 in µM where a hit was titrated;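 active = displacement of at least 50% at 20 µM, with a fluorescence ratio check between 0.3 and a set limit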;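 also: plate controls were Siah plus tracer with DMSO for no effect and tracer alone without Siah for full effect; strong numbers were not always called active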
XIAP antagonists: XIAP antagonists, biochemical, IAP family, fluorescence polarization (AID 1018); actives 0.007% (n = 200,000); XIAP BIR domain, fluorescence polarization peptide displacement; higher % means a stronger effect; one-dose displacement, % at 20 µM; IC50 in µM for titrated hits; in the data active = displacement above about 50%; also: a part of the inactive calls stands beside numbers as strong as those of hits
AID2073: disruptors of CaV2.2 binding to Mint1 – biochemical, HTRF (AID 2073); inhibition, % at 20 µM; hits with a dose series show IC50 in µM; HTRF protein-protein interaction, Mint1-CaV2.2; higher % means a stronger effect; actives 0.19% (n = 290,000); in the data active = inhibition mostly above about 51%, no sharp cut-off; inconclusive = no clear call, values can overlap the other calls; inactive = mostly below about 53%; also: some results filed as inactive read as strong as hits
NS5 inhibitors: Dengue-2 NS5 methyltransferase inhibitors, primary screen, biochemical, confirmation dose response (AID 588689) | one-dose inhibition, % at 25 µM; IC50 in µM for titrated hits | actives 0.3% (n = 340,000) | Dengue-2 NS5 methyltransferase capping enzyme assay, biochemical; higher % means a stronger effect; in the data active = a potency from the dose series; inconclusive = inhibition above about 29% without an active follow-up result
Lipid droplet cells 6.5 µM: recorded beside Lipid droplet, whose call it bears; cell count; measured here: cell count, cytotoxicity flag;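 cells counted across two imaged fields per well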
NS5 inhibitors pilot replicate: further read-out of NS5 inhibitors, marked with its call; inhibition, %; measured here: pilot screen replicate inhibition
Myeloid diff 2 GFP+ MAC1+ %: further read-out of Myeloid diff 2, marked with its call; GFP+ MAC1+ double positive, %; measured here: differentiation confirmed by MAC1 staining
The depositor's hits bear a star; i = inactive; u = inconclusive; x = not tested or not shown. Rule as the data show it, unless noted: active = inhibition above about 50%; inactive = the rest. A portion of the library; the hit share may differ from the screen's.

SMILES | LYP phosphatase | HEK293 NOD2/NF-kB | HIV fusion peptide | Myeloid diff 2 | Myeloid diff 2 GFP+ MAC1+ % | Lipid droplet | Lipid droplet cells 6.5 µM | Siah-1 displacement | XIAP antagonists | AID2073 | NS5 inhibitors | others
CCOC(=O)c1cnc2c(Cl)cccc2c1NCCN1CCOCC1 | -9.2% | 19.9% | 3.1% | i | 0.7 | -2.4 | 622 | 6.1% | -5.4% | 6.6% | -0.7%
O=C(NC1CCCC1)C(c1ccco1)N(C(=O)c1ccco1)c1ccc(F)cc1 (centres undefined) | -7.3% | 5.3% | 0.7% | i | 2.2 | -8.7 | 800 | 2.3% | x | 16.7% | 0.0%
COc1ccc(NC(=O)CSc2nc3ccccc3c3nc4ccccc4n23)cc1 | 1.2% | -6.2% | -1.9% | u | x | 28.9 | 635 | 7.2% | 1.0% | 24.5% | -8.4%
c1ccc(Nc2nc(N3CCNCC3)nc(N3CCOCC3)n2)cc1 | -1.8% | -3.0% | -1.4% | i | 1.6 | 32.7 | 590 | -7.4% | 0.1% | 1.9% | 1.6%
CNC(=O)c1ccc(NC(=O)c2cccc(C(F)(F)F)c2)cc1 | -1.9% | -5.0% | 0.1% | i | 0.9 | -15.3 | 687 | 6.9% | -5.4% | -9.9% | -6.6%
C=C(C)Cn1c(-c2ccccc2)nc2ccccc21 | -2.5% | 7.8% | 1.5% | i | 0.4 | -9.2 | 590 | -4.0% | -3.5% | 3.8% | -8.9%
CC1(C)CC(NC(=O)c2ccc3c(c2)OCO3)CC(C)(C)N1 | -0.9% | -1.4% | 24.4% | i | 1.0 | x | x | 5.0% | -7.0% | -4.4% | -1.1%
Cc1cc(C)n(CCn2nc(C)cc2C)n1 | -1.0% | 1.4% | 0.5% | i | 1.1 | x | x | -3.0% | -1.4% | -3.1% | -2.0%
COc1ccccc1C(=O)NC(=O)CSc1nnc(C)s1 | -7.1% | 15.2% | -0.9% | x | x | 5.3 | 832 | -0.7% | x | 5.5% | -0.3%
CS(=O)(=O)c1ccc(Cl)c(C(=O)O)c1 | -3.9% | -11.2% | 1.9% | i | 1.6 | x | x | -5.4% | -6.2% | 2.1% | -2.1%
CCCCN(C)C(=O)C1CCC(CNS(=O)(=O)c2ccc3c(c2)CC(C)N3C(C)=O)CC1 (centres undefined) | -1.8% | 20.2% | -0.7% | i | 5.5 | 4.9 | 757 | 1.0% | x | -1.5% | 0.0%
CCN(CC)CCN(Cc1cc2cc3c(cc2[nH]c1=O)OCCO3)C(=S)NC | -12.5% | 10.2% | 2.5% | i | 0.9 | 10.4 | 815 | -5.1% | x | -6.1% | -6.3%
Cc1ccc(N2C(=O)c3ccccc3C2Nc2ccccc2F)nc1 (centres undefined) | 2.5% | 0.6% | 0.3% | i | 1.6 | x | x | 4.0% | 1.4% | -3.4% | 0.0%
CC(C)C(NC(=O)/C=C/c1ccc(F)cc1)C(C)C | -13.7% | 3.3% | -2.7% | i | 0.8 | x | x | -3.6% | -6.4% | 0.1% | 4.8%
CC(=O)COc1cc2c(-c3cc4ccccc4o3)cc(=O)oc2cc1C | 0.4% | 32.5% | -1.4% | i | 2.1 | 14.3 | 617 | -6.7% | x | 33.3% | 1.8%
CN1CCN(S(=O)(=O)c2cccc(C(=O)Nc3nccs3)c2)CC1 | -1.3% | 5.9% | -1.4% | i | 0.1 | 1.0 | 678 | 8.8% | x | 30.2% | -3.9%
CCCCC1C2C(=O)N(c3ccc(C)cc3)C(=O)C2ON1c1ccccc1 (centres undefined) | 4.0% | -1.5% | 0.9% | i | 0.1 | 2.5 | 752 | 1.8% | x | 7.1% | x
CC(C)(C)C1=C[C@@H](CO)C[C@@H](CO)C1 | -0.6% | 10.9% | -1.4% | i | 0.3 | -12.9 | 621 | -0.6% | -2.8% | 2.2% | 0.0%
Cc1nc2scc(C)n2c(=O)c1S(=O)(=O)N1CCN(c2ccc(F)cc2)CC1 | -4.4% | 17.4% | -0.6% | i | 1.1 | 10.3 | 774 | -4.2% | x | 19.2% | 0.8%
COc1ccc(-c2cc3ccccc3oc2=O)cc1NC(=S)NC(=O)c1ccc2c(c1)OCCO2 | -13.4% | -66.8% | -1.7% | i | 4.8 | x | x | 4.6% | -21.9% | 40.7% | 1.6%
C=CCC(C#Cc1ccccc1)N(C)C (centres undefined) | -1.8% | 15.8% | -1.5% | i | 0.5 | x | x | 6.8% | -5.7% | 1.3% | -1.4%
CCCOc1ccc(C(O)(CCN2CCCCC2)c2ccccc2OC)cc1 (centres undefined) | -10.4% | 21.3% | -0.4% | i | 0.2 | -10.2 | 806 | 1.6% | x | 3.2% | -5.3%
CCCN=C(C)c1c(-c2ccccc2)[nH]n(-c2nc3ccccc3s2)c1=O | 5.7% | 1.1% | -3.1% | i | 0.8 | -1.2 | 750 | 2.9% | -1.2% | -1.5% | -4.0%
COC(=O)C1=C(C)N2C(=O)CSC2=NC1c1ccc2c(c1)OCO2 (centres undefined) | 7.6% | -6.6% | 1.0% | x | x | x | x | -0.1% | -3.2% | 13.3% | x
C=CCc1cccc(OC)c1OCCOCCNCCO | -9.8% | 9.0% | 0.6% | i | 1.3 | 21.4 | 799 | 1.4% | -4.1% | -3.6% | 0.8%

More structures follow.
SMILES | LYP phosphatase | HEK293 NOD2/NF-kB | HIV fusion peptide | Myeloid diff 2 | Myeloid diff 2 GFP+ MAC1+ % | Lipid droplet | Lipid droplet cells 6.5 µM | Siah-1 displacement | XIAP antagonists | AID2073 | NS5 inhibitors | others
Cc1ccc(NC(NC(=O)c2ccccn2)C(Cl)(Cl)Cl)cc1 (centres undefined) | 0.6% | -6.6% | -1.1% | i | 1.9 | x | x | -1.1% | -8.5% | 45.7% | -1.4%
Fc1ccc(-c2csc(=S)[nH]2)cc1 | -2.0% | -3.8% | 2.6% | i | 1.3 | 10.7 | 655 | 3.4% | -9.3% | 33.3% | 3.1%
CCCCc1c(C)nc(Nc2ccc(OC)cc2)[nH]c1=O | 0.2% | 20.6% | 0.7% | i | 0.7 | 1.7 | 645 | -1.8% | -5.9% | -4.1% | -5.1%
O=C(c1ccccc1)N1CCN(c2ccc(NCc3ccc4c(c3)OCO4)cc2)CC1 | 1.6% | -80.2% | -7.0% | i | 2.6 | -4.1 | 643 | 3.2% | -6.2% | -22.9% | -5.5%
COc1ccc([N+](=O)[O-])cc1NC(=O)N(C)Cc1ccco1 | -0.1% | 21.4% | 0.1% | i | 0.3 | 13.4 | 781 | 1.6% | x | 6.0% | -7.2%
CCCCc1nc(NCc2ccccc2)c(C#N)c2c1CCCC2 | -2.1% | 12.4% | -1.6% | i | 0.4 | -8.7 | 647 | 10.9% | -1.6% | -1.1% | -7.2%
COc1ccc(NC(=O)c2cc(C(C)C)on2)cc1OC | -6.2% | -21.6% | -2.1% | i | 0.7 | x | x | -2.2% | -5.2% | -1.8% | -2.4%
Cc1ccc(-c2cc(C(=O)N3CCCc4ccccc43)c3ccccc3n2)cc1 | -2.1% | -17.7% | -2.1% | i | 7.8 | -5.3 | 687 | -0.6% | -6.0% | -3.0% | -3.2%
Cc1ccc2c(C)ccc(O)c2n1 | -8.2% | x | 2.5% | i | 0.0 | x | x | 1.1% | -3.8% | 2.9% | 2.4%
CCN(CC)CCOc1ncnc2c1oc1ccccc12 | -3.4% | 19.2% | -0.1% | i | 0.6 | x | x | -2.8% | -4.4% | 2.6% | -3.4% | NS5 inhibitors pilot replicate=3.2
CC(=O)/C=C\c1cn(-c2ncc(C(F)(F)F)cc2Cl)c2ccccc12 | -3.9% | 15.6% | -0.2% | i | 0.5 | 14.0 | 701 | 4.5% | 0.5% | 7.7% | -15.0%
COc1ccccc1CNC(=O)C1CCN(c2ncnc3c2nc2n3CCCCC2)CC1 | -9.4% | 40.0% | -2.3% | i | 1.5 | -2.6 | 719 | -9.3% | x | 4.2% | 2.7%
CC(C)(C)n1nc2c(c1NC(=O)COc1ccc(Cl)cc1)CSC2 | 4.0% | -5.7% | 9.1% | i | 4.5 | -10.9 | 811 | -1.7% | -41.6% | 10.6% | 2.8%
O=C(N/N=C/c1ccccn1)c1cccc([N+](=O)[O-])c1 | 3.9% | -7.9% | -1.1% | i | 0.2 | 10.5 | 685 | 1.5% | -0.7% | 2.5% | 2.1%
Clc1ccc(Oc2cnns2)c(Cl)c1 | -4.0% | -15.6% | -0.6% | i | 1.2 | -27.7 | 816 | -7.6% | -3.2% | 43.3% | 1.4%
COc1ccc(C2C3=C(CCCC3=O)N(CC(=O)O)C3=C2C(=O)CCC3)cc1Cl | -1.1% | -2.2% | 1.0% | i | 0.4 | 0.4 | 800 | 4.1% | x | 12.0% | 1.2%
CCOC(=O)C1CCCN(/C=C2\SC(=S)N(CC)C2=O)C1 (centres undefined) | -2.8% | 17.7% | 2.1% | i | 0.3 | -5.5 | 696 | 3.9% | x | 2.6% | 0.8%
CCC(=O)Nc1ccc2c(c1)Cc1cc(NC(=O)CC)ccc1-2 | -4.0% | 2.5% | -1.3% | x | x | 13.2 | 750 | 1.6% | x | 12.2% | 3.9%
COc1cc(-c2cc3nc4ccccc4n3c(N)c2C#N)cc(OC)c1OC | -16.8% | -4.4% | 3.0% | i | 0.0 | 11.0 | 703 | -2.5% | x | 33.7% | 6.3%
Cc1ccc2c(c1)C(O)(c1c(C)[nH]c3ccccc13)C(=O)N2 (centres undefined) | -8.5% | 10.1% | 1.5% | i | 0.6 | -20.3 | 766 | 0.7% | -4.0% | -1.8% | 0.0%
CCCC(O)(CCC)C(=O)NNc1ccccc1 | -7.4% | 13.5% | -1.9% | i | 0.8 | x | x | -4.8% | -0.9% | -3.0% | -9.0%
Clc1ccccc1Cc1noc(CN2CCN3CCCC3C2)n1 (centres undefined) | -5.4% | 4.6% | 2.0% | i | 1.5 | 5.5 | 694 | 2.9% | -4.1% | 5.5% | 1.5%
c1ccc(-n2nnnc2NC2CCCCCC2)cc1 | -3.7% | 15.5% | -1.1% | i | 4.9 | -5.6 | 692 | 1.6% | -1.0% | 1.2% | -0.7%

Gathered by group: the compounds so far with a tert-butyl group (two)
SMILES | LYP phosphatase | HEK293 NOD2/NF-kB | HIV fusion peptide | Myeloid diff 2 | Myeloid diff 2 GFP+ MAC1+ % | Lipid droplet | Lipid droplet cells 6.5 µM | Siah-1 displacement | XIAP antagonists | AID2073 | NS5 inhibitors | others
CC(C)(C)C1=C[C@@H](CO)C[C@@H](CO)C1 | -0.6% | 10.9% | -1.4% | i | 0.3 | -12.9 | 621 | -0.6% | -2.8% | 2.2% | 0.0%
CC(C)(C)n1nc2c(c1NC(=O)COc1ccc(Cl)cc1)CSC2 | 4.0% | -5.7% | 9.1% | i | 4.5 | -10.9 | 811 | -1.7% | -41.6% | 10.6% | 2.8%

Compound activity: PubChem, several laboratories
